HCV inhibitor: inhibitors of hepatitis C virus infection; Huh7.5.1 HCVcc-Cre infection, luciferase reporter, 44 h; 3.4% of 340,000 active; AID 651820; Potency, µM (top dose mostly 41.8 µM), inactives show top-dose activity change, negative = inhibition, hits mostly inhibitors; further: potency means the concentration at half of the fitted maximal effect
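Seed cells (1,000/well) for 4 h; treat with compound and infect with HCVcc-Cre, moi about 0.5. Incubate 44 h, then detect luciferase activity.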
Giardia FBPA inh: Giardia lamblia aldolase inhibition; A8B2U2; purified Giardia FBPA; Potency, µM (highest dose often 59.6 µM), inactives show at the highest dose activity, negative = inhibition, usual class: inhibitors; 0.71% of 290,000 active; AID 2451; further: potency means the concentration at half of the fitted maximal effect; nearly all actives have a fitted effect of over 55% in size
Target sequence (A8B2U2 whole entry, looked up): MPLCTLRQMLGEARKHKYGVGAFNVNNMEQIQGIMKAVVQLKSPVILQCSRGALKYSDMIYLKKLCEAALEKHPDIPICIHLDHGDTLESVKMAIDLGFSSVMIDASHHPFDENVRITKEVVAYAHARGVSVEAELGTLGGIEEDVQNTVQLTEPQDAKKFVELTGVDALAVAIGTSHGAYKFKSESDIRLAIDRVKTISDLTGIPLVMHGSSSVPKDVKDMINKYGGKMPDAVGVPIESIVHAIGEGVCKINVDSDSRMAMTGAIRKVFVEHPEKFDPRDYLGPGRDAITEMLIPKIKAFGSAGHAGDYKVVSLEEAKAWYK
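40 nM FBPA preincubated 10 min at RT with compound (up to 57.5 uM final), then substrate plus GAPDH/TPI/NAD/arsenate coupling and diaphorase/resazurin added. Fluorescence read after 20 min at RT, 525/598 nm.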
AMA1-RON2 inh: AMA1-RON2 (P. falciparum) interaction inhibition; AID 720542; Potency, µM (highest dose often 58.2 µM), for the others: at the highest dose activity change, negative = inhibition, actives largely listed as inhibitors; AlphaScreen AMA1-biotinylated RON2 peptide binding; 0.2% of 360,000 active;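 further: potency means the concentration at half of the fitted maximal effect; 0% = vehicle wells and -100% = peptide control; nearly all actives have a fitted effect of over 45% in size; some results filed as inactive show a strong effect at the top dose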
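AMA1 (3D7) with his tag at 25 nM final met compounds first, then biotinylated RON2 peptide at 25 nM; detection used donor plus acceptor beads, 10 µg/mL apiece, read by AlphaScreen after 30 min at room temperature.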
HCMV antiviral: human cytomegalovirus inhibition | HFF cells, HCMV-luciferase reporter, 72 h; stronger effect = lower value | activity change, negative = inhibition, % at 57.5 µM | 4.5% of 410,000 active | AID 1259415; in the data active means activity change below about -60%; inconclusive means no clear call, values can overlap the other calls; inactive means above about -39%
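Cell-based, HFFs, 1000 cells/well, 16 h 37C; cpds in DMSO + HCMV-luc, MOI 1 PFU/cell; 72 h 37C; OneGlo luminescence after 5 min RT; norm. to buffer vs Salinomycin 10uM.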
Sm TGR inh: inhibitors of Schistosoma mansoni thioredoxin glutathione reductase; 3% of 360,000 active; Q962Y6; purified TGR, DTNB reduction, TNB absorbance 405 nm; Potency, µM (titrated, usually from 114 µM), without a hit: at the top dose activity change, negative = inhibition, actives largely listed as inhibitors; AID 485364; further: potency means the concentration at half of the fitted maximal effect; nearly all actives have a fitted effect of over 60% in size
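TGR 20 nM + NADPH 100 uM (dispensed conc.), cpd preinc 15 min RT; start with NADPH (500 uM addition) then DTNB (15 mM addition). Kinetic TNB absorbance, 405 nm filter. Four-parameter Hill fit across titration.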
AmpC inh detg: AmpC beta-lactamase inhibition with detergent present; 0.041% of 370,000 active; Potency, µM (series often up to 114 µM), without a hit: top-dose activity change, negative = inhibition, most hits filed as inhibitors; P00811; AID 485294; AmpC hydrolysis of nitrocefin, absorbance 480 nm, 0.01% Triton;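 further: potency means the concentration at half of the fitted maximal effect; 0% = no-compound wells and -100% = no-enzyme wells; nearly all actives have a fitted effect of over 25% in size; some results filed as inactive show a strong effect at the top dose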
Target sequence (P00811 whole entry, looked up): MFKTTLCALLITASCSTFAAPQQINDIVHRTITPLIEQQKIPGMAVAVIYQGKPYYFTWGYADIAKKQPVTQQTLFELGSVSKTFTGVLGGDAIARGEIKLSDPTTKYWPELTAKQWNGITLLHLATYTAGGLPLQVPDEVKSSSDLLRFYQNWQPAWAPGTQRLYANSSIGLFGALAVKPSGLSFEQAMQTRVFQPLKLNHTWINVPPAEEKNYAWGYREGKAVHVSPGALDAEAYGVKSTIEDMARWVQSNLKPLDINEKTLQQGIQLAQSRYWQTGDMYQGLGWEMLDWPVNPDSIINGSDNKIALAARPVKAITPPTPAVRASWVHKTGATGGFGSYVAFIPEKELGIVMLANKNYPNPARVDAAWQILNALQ
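AmpC (5.3 nM in the dispensed reagent) in 20 mM phosphate pH 7.0 with 0.01% (detergent screen) or 0.0001% Triton X-100 was preincubated with compounds for 15 min at room temperature. Nitrocefin was then added from an 800 uM solution, and hydrolysis was followed at 480 nm.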
An asterisk follows results filed as active; [ ] = dose if it differs, or a comment. Unless noted, the call rests on the fitted dose curve; in most records, active means well fitted curve in the direction sought with a large enough effect; inconclusive means small, poorly fitted or top-dose-only effect, or another doubt; inactive means no such curve, though single readings can be large; an effect the other way counts as inactive or inconclusive. Unless noted, on the % scale 0 is the no-effect control and ±100 the full control effect.

How did CN(C)c1nc(OCCNC(=O)COc2ccc(Cl)cc2Cl)nc(N(C)C)n1 do in these assays?
HCV inhibitor: inconclusive; Giardia FBPA inh: -10%; AMA1-RON2 inh: -10%; HCMV antiviral: 10; Sm TGR inh: 1%; AmpC inh detg: -7%

What do the screens show for `N/C(Cc1ccc([N+](=O)[O-])cc1)=N\OC(=O)c1ccc(Br)o1`?
HCV inhibitor: 2%; Giardia FBPA inh: 3%; AMA1-RON2 inh: -2%[2.32 µM]; HCMV antiviral: inconclusive; Sm TGR inh: -7%; AmpC inh detg: 0%

What do the screens show for `CC(=O)c1[nH]c(C)c(C(C)=O)c1C`?
HCV inhibitor: -2%; AMA1-RON2 inh: -14%; HCMV antiviral: 28; Sm TGR inh: -28%; AmpC inh detg: -1%

Results for COCCNC(=S)NCCCNc1nc2cc3c(cc2cc1C#N)OCO3 ?
HCV inhibitor: inconclusive; Giardia FBPA inh: inconclusive; AMA1-RON2 inh: 13%; HCMV antiviral: 26; Sm TGR inh: -2%; AmpC inh detg: -1%

What do the screens show for `COc1cc(NC(=O)CN2C(=O)C(c3ccccc3)=NC23CCCCCC3)cc(OC)c1`?
HCV inhibitor: -8%; Giardia FBPA inh: -5%; AMA1-RON2 inh: -5%; HCMV antiviral: inconclusive; Sm TGR inh: -1%; AmpC inh detg: 4%

How did O=C(Nc1ccccc1O)N1c2ccccc2Sc2ccccc21 do in these assays?
HCV inhibitor: -9%; Giardia FBPA inh: 18%; AMA1-RON2 inh: 5%; HCMV antiviral: 24; Sm TGR inh: 4%; AmpC inh detg: 8%

Results for COCCn1nnnc1C(C(C)C)N(Cc1cccnc1)Cc1ccccc1Cl (stereo unspecified) ?
HCV inhibitor: inconclusive; Giardia FBPA inh: 2%; AMA1-RON2 inh: 3%; HCMV antiviral: 1; Sm TGR inh: inconclusive; AmpC inh detg: -6%

What do the screens show for `Cc1n[nH]c(=O)c2c(NC(=O)CSc3nncn3C(C)C)oc(C)c12`?
HCV inhibitor: 7%; AMA1-RON2 inh: 4%; HCMV antiviral: -25; Sm TGR inh: inconclusive; AmpC inh detg: inconclusive

How did COc1ccc(C(=O)C[n+]2cccc(C(N)=O)c2)cc1 do in these assays?
HCV inhibitor: 14%; Giardia FBPA inh: -5%; AMA1-RON2 inh: 1%; HCMV antiviral: -14; Sm TGR inh: -10%; AmpC inh detg: 1%

How did Cc1cc(C(=O)N/N=C/c2cccc([N+](=O)[O-])c2)c2ccccc2n1 do in these assays?
HCV inhibitor: -15%; Giardia FBPA inh: -19%; AMA1-RON2 inh: -6%; HCMV antiviral: -34; Sm TGR inh: 5%; AmpC inh detg: -13%

How did Cc1ccc(S(=O)(=O)N2CCN(S(C)(=O)=O)C2c2ccccc2)cc1 (stereo unspecified) do in these assays?
HCV inhibitor: 2%; Giardia FBPA inh: 1%; AMA1-RON2 inh: 5%; HCMV antiviral: 29; Sm TGR inh: -21%; AmpC inh detg: inconclusive

Results for O=C1C2C3C=CC(C3)C2C(=O)N1c1ncn[nH]1 (stereo unspecified) ?
HCV inhibitor: -38%; Giardia FBPA inh: -13%; AMA1-RON2 inh: 3%; HCMV antiviral: 18; Sm TGR inh: 0%; AmpC inh detg: -2%

What do the screens show for `O=C(O)CCCC(=O)NCCc1cccc(Cl)c1`?
HCV inhibitor: -14%; Giardia FBPA inh: 6%; AMA1-RON2 inh: 14%; HCMV antiviral: -2; Sm TGR inh: -3%; AmpC inh detg: -17%

What do the screens show for `CC(=O)Nc1ccc(NC(=O)c2cc3c(=O)n(Cc4cccnc4)ccc3nc2C)cc1`?
HCMV antiviral: 8; Sm TGR inh: -1%; AmpC inh detg: 3%

How did COc1cccc(CCNCc2cccc(C(F)(F)F)c2)c1 do in these assays?
HCV inhibitor: -20%; Giardia FBPA inh: inconclusive; AMA1-RON2 inh: 10%; HCMV antiviral: -15; Sm TGR inh: 3%; AmpC inh detg: 0%

Results for C=CCn1c(SCC(=O)Nc2cc(C)on2)nc2c([nH]c3ccccc32)c1=O ?
HCV inhibitor: -13%; AMA1-RON2 inh: -15%; HCMV antiviral: 107; Sm TGR inh: -2%; AmpC inh detg: 1%

How did N=c1c2c(ncn1Cc1ccco1)Oc1cc(O)ccc1C2c1ccccc1 (stereo unspecified) do in these assays?
HCV inhibitor: inconclusive; Giardia FBPA inh: -1%; AMA1-RON2 inh: 5%; HCMV antiviral: -17; Sm TGR inh: inconclusive; AmpC inh detg: -5%

Results for CCOc1ccc(C(C)=O)cc1COC(=O)c1cnc(Cl)c(Cl)c1 ?
HCV inhibitor: inconclusive; Giardia FBPA inh: 3%; AMA1-RON2 inh: 7%; HCMV antiviral: 3; Sm TGR inh: -19%; AmpC inh detg: inconclusive

What do the screens show for `Cc1ccc(CNC(=O)Nc2ccc(Cl)cc2)cc1`?
HCV inhibitor: 8%; AMA1-RON2 inh: -4%; HCMV antiviral: 37; Sm TGR inh: -30%; AmpC inh detg: 3%

What do the screens show for `O=C(NC1CCSc2ccccc21)c1cc(S(=O)(=O)N2CCOCC2)ccc1F` (stereo unspecified)?
HCV inhibitor: -13%; AMA1-RON2 inh: -1%; HCMV antiviral: -37; Sm TGR inh: -21%; AmpC inh detg: 3%

What do the screens show for `O=C(NCc1ccccn1)C(=O)N/N=C/c1ccc2c(c1)OCO2`?
HCV inhibitor: -2%; Giardia FBPA inh: -1%; AMA1-RON2 inh: 90%[activator]; HCMV antiviral: -90*; Sm TGR inh: 5%; AmpC inh detg: 6%

Results for CC1CC(C)CN(C(=O)CSc2nnc(-c3ccc(Cl)cc3)o2)C1 (stereo unspecified) ?
HCV inhibitor: 12%; Giardia FBPA inh: 1%; AMA1-RON2 inh: 18%; HCMV antiviral: -15; Sm TGR inh: 2%; AmpC inh detg: inconclusive

Results for O=S(=O)(CS(=O)(=O)c1ccc(Cl)cc1)c1ccc(Cl)cc1 ?
HCV inhibitor: -10%; Giardia FBPA inh: 1%; AMA1-RON2 inh: -9%; HCMV antiviral: 0; Sm TGR inh: -11%; AmpC inh detg: -11%

What do the screens show for `CCCCOC(=O)c1ccc(-n2nnc3c(sc4nc(C)cc(C)c43)c2=O)cc1`?
HCMV antiviral: 85; Sm TGR inh: 24%; AmpC inh detg: 24%

Results for COc1ccc2ccc(OCC(=O)Nc3cc(C)on3)cc2c1 ?
HCV inhibitor: 0%; AMA1-RON2 inh: -1%; HCMV antiviral: -28; Sm TGR inh: -5%; AmpC inh detg: 0%

What do the screens show for `Nc1c(C(=O)NCCc2ccccc2)nnn1Cc1ccc(Cl)cc1`?
HCV inhibitor: 15%; Giardia FBPA inh: 1%; AMA1-RON2 inh: -8%; HCMV antiviral: -5; Sm TGR inh: -17%; AmpC inh detg: -4%

What do the screens show for `O=c1sc2ccccc2c(N2CCCCC2)c1[N+](=O)[O-]`?
HCV inhibitor: 31%[activator]; Giardia FBPA inh: 5%; AMA1-RON2 inh: -1%; HCMV antiviral: 10; Sm TGR inh: -18%; AmpC inh detg: inconclusive

Results for COc1ccc(C(=O)Nc2ccccc2C(=O)O)cc1Cl ?
HCV inhibitor: 18%; Giardia FBPA inh: -21%; AMA1-RON2 inh: -13%; HCMV antiviral: 119; Sm TGR inh: 5%; AmpC inh detg: -15%

What do the screens show for `COc1cc(OC)c(NC(=O)c2ccc3nc(C(C)C)oc3c2)cc1Cl`?
HCMV antiviral: -30; Sm TGR inh: 1%; AmpC inh detg: 4%

Results for CCCOc1ccc(NC(=O)c2c(-c3ccccc3)noc2C)cc1 ?
HCV inhibitor: 14%; Giardia FBPA inh: 1%; AMA1-RON2 inh: 7%; HCMV antiviral: -3; Sm TGR inh: 9%; AmpC inh detg: 4%

Copied from above (2 entries):
What do the screens show for `O=C(NCc1ccccn1)C(=O)N/N=C/c1ccc2c(c1)OCO2`?
HCV inhibitor: -2%; Giardia FBPA inh: -1%; AMA1-RON2 inh: 90%[activator]; HCMV antiviral: -90*; Sm TGR inh: 5%; AmpC inh detg: 6%

Results for CC1CC(C)CN(C(=O)CSc2nnc(-c3ccc(Cl)cc3)o2)C1 (stereo unspecified) ?
HCV inhibitor: 12%; Giardia FBPA inh: 1%; AMA1-RON2 inh: 18%; HCMV antiviral: -15; Sm TGR inh: 2%; AmpC inh detg: inconclusive

(list continues)
What do the screens show for `Cc1ccc(-c2noc(CNc3ccccc3)n2)cc1`?
HCV inhibitor: -14%; Giardia FBPA inh: -4%; AMA1-RON2 inh: 2%; HCMV antiviral: 84; Sm TGR inh: -5%; AmpC inh detg: inconclusive

Results for Cc1ccc(S(=O)(=O)N(C)c2ccc(OC(=O)c3cccs3)cc2)cc1C ?
HCV inhibitor: 4%; AMA1-RON2 inh: -2%; HCMV antiviral: 8; Sm TGR inh: 2%; AmpC inh detg: 6%

Results for CCC(NC(=O)Cc1cccs1)c1ccccc1 (stereo unspecified) ?
HCV inhibitor: 7%; Giardia FBPA inh: -5%; AMA1-RON2 inh: 10%; HCMV antiviral: -18; Sm TGR inh: -8%; AmpC inh detg: 1%

What do the screens show for `CCc1cc(=O)[nH]c(SCc2cccc3ccccc23)n1`?
HCV inhibitor: 13%; Giardia FBPA inh: inconclusive; AMA1-RON2 inh: 0%; Sm TGR inh: -18%; AmpC inh detg: inconclusive

What do the screens show for `O=C1NC(=O)N(c2ccc3c(c2)OCO3)C(=O)/C1=C\c1ccsc1`?
HCV inhibitor: 17%; Giardia FBPA inh: -10%; AMA1-RON2 inh: -12%; HCMV antiviral: -7; Sm TGR inh: inconclusive; AmpC inh detg: 2%

How did CCCCSc1nc2c(cc1C#N)CCC2 do in these assays?
HCV inhibitor: 22µM*; Giardia FBPA inh: 0%; AMA1-RON2 inh: 37%[activator]; HCMV antiviral: 15; Sm TGR inh: 0%; AmpC inh detg: -5%

Results for CCOc1ccc(-n2c(=O)c3c4c(sc3n(CC(=O)NC(C)CC)c2=O)CCCC4)cc1 (stereo unspecified) ?
HCMV antiviral: -6; Sm TGR inh: 7%; AmpC inh detg: 24%

How did Cc1ccc(CCN2CC(C(=O)NCCN3CCOCC3)CC2=O)cc1 (stereo unspecified) do in these assays?
HCV inhibitor: -13%; Giardia FBPA inh: 5%; AMA1-RON2 inh: -5%; HCMV antiviral: 30; Sm TGR inh: 6%; AmpC inh detg: 2%

Results for COc1ccc(Cl)cc1NS(=O)(=O)N1CCOCC1 ?
HCV inhibitor: 22%; AMA1-RON2 inh: -7%; HCMV antiviral: -2; Sm TGR inh: -15%; AmpC inh detg: 0%

How did Cc1ccccc1NC(=O)CCC(=O)N/N=C/c1ccc(F)cc1 do in these assays?
HCV inhibitor: 1%; Giardia FBPA inh: -3%; AMA1-RON2 inh: 20%; HCMV antiviral: -21; Sm TGR inh: 2%; AmpC inh detg: 5%

Results for CN(CC(=O)Nc1ccccc1Cl)C(=O)CSc1nnc(-c2ccco2)o1 ?
HCV inhibitor: 2%; Giardia FBPA inh: inconclusive; AMA1-RON2 inh: 19%; HCMV antiviral: -32; Sm TGR inh: -15%; AmpC inh detg: inconclusive

How did CC1CCN(c2ccc(-c3ccc(NC(=O)c4ccco4)cc3)nn2)CC1 do in these assays?
HCV inhibitor: inconclusive; AMA1-RON2 inh: -5%; HCMV antiviral: -22; Sm TGR inh: 0%; AmpC inh detg: -17%
